TCR activator – activators of T cell receptors | primary human leukocytes, anti-CD3, IL-2 HTRF, 48 h | Potency, µM (top dose mostly 9.22 µM), for the others: at the highest dose activation of IL-2 secretion, most hits filed as activators | 330,000 tested, under 10 active | AID 504894; note: % of control where 0% means no effect
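Primary human leukocytes incubated 48 hr with anti-CD3 beads plus compound, without co-stimulation. Secreted IL-2 measured by HTRF (europium cryptate/d2 anti-IL-2 pair, 320 nm excitation, 665 nm emission).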
ELG1 DNA repair – ELG1-dependent DNA repair inhibition; Potency, µM (series often up to 46.1 µM), for the others: top-dose activity change, negative = inhibition, usual class: inhibitors; 330,000 tested, 2.3% active; AID 504467; HEK293T ELG1-luciferase reporter, luminescence, 16 h; DNA damage induced by 5-fluorouridine; note: potency is the fitted concentration of half-maximal effect; % is set by controls: 0 for no effect and ±100 for the full control effect; nearly all actives have a fitted effect of over 55% in size
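Luminescence from the luciferase reporter, measured 30 min after ONE-Glo reagent at room temperature, was the read-out. Beforehand, 2,000 cells per well were exposed for 16 hr at 37 °C to 5-fluorouridine together with compound or vehicle.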
A-T KAP1 phos – candidate therapy for ataxia-telangiectasia. 320,000 tested, 0.19% active. AID 485349. […] A-T fibroblasts, KAP-1 phosphorylation AlphaLISA; neocarzinostatin DNA damage 30 min before lysis. Potency, µM (doses to about 57.5 µM), inactives show top-dose activation, most hits filed as activators; note: potency is the fitted concentration of half-maximal effect; % of control where 0% means no effect; nearly all actives have a fitted effect of over 45% in size
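ATM-like activity read as KAP-1 phosphorylation via AlphaLISA donor/acceptor antibody pairs after lysis and 6 hr at 25C. Cells were ATM-null patient fibroblasts ([…], hTERT), dosed 60 min, then exposed to the DSB inducer NCS for 30 min.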
TSG101-PTAP inh – blocks PTAP/TSG101 interaction to inhibit HIV-1 budding; 340,000 tested, under 10 active; Q99816; Potency, µM (titrated, usually from 115 µM), without a hit: at the highest dose activity change, negative = inhibition, usual class: inhibitors; Fluorescence polarization, FITC-PTAP peptide / Tsg101 binding; active = well fitted inhibition curve with a large enough effect in the main read-out, with a control signal flat, not every such curve was filed as active; inconclusive = small, poorly fitted or top-dose-only effect, or effect the other way, or a change in a side signal; inactive = no such curve, though single readings can be large or run the other way; note: potency is the fitted concentration of half-maximal effect; % of control where 0% means no effect
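Fluorescence polarization binding of Tsg101 binding domain (10 uM final) to FITC-labeled PTAP peptide (50 nM final) in HEPES pH 7.5 buffer with NaCl, Tween 20, EDTA, TCEP. Compounds added before peptide; binding 20 min at RT.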
a7 integrin act – activates integrin-mediated alleviation for muscular dystrophy. Potency, µM (highest dose often 38.3 µM), for inactives: at the highest dose activation, usual class: activators. AID 624291. 350,000 tested, 0.064% active. alpha7betagal myoblasts, beta-gal FDG fluorescence, 48 h;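 note: potency is the fitted concentration of half-maximal effect; 100% = response of the positive control SU9516; nearly all actives have a fitted effect of over 60% in size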
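alpha7betagal+/- myoblasts (passage 13, 250/well) treated 48 h at 37C with compounds at 1:260 dilution of DMSO stock. Lysed, then beta-galactosidase activity read as FDG fluorescence (ex 480/em 540) after 30 min, with pre-read for autofluorescence.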
BRCA1 expr act – increases BRCA1 expression. 380,000 tested, 1.1% active. AID 624202. Potency, µM (highest dose often 46.1 µM), for the others: at the highest dose activation, usual class: activators. MCF7-BRCA1-FFLuc reporter, luminescence, 48 h; response scale: scaled: vehicle 0%, 10 µM genistein 100%; note: potency is the fitted concentration of half-maximal effect; nearly all actives have a fitted effect of over 80% in size; some results filed as inactive show a strong effect at the top dose
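First, MCF7-BRCA1-FFLuc cells (2000/well) attach for 2 h; next, compounds are pin-added and incubated 48 h at 37 °C; finally, luciferase reagent is added and luminescence read after 15 min.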
p53 reactivation – restores transcriptional activity of mutant p53. H1299 p53-A138V BP100-luciferase reporter, luminescence, 24 h. Potency, µM (top dose mostly 92.2 µM), without a hit: top-dose activity change, positive = activation, actives largely listed as activators. 320,000 tested, 0.063% active; note: potency is the fitted concentration of half-maximal effect; % of control where 0% means no effect; nearly all actives have a fitted effect of over 45% in size
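p53-null H1299 cells stably carrying temperature-sensitive p53-A138V and a BP100-luciferase reporter were pinned with compounds (4-point, 1:5 series) and held 24 hrs at 37 deg C. Luminescence was read 10 min after detection reagent.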
TRPV1 agonist – activates the human vanilloid receptor TRPV1; AID 540275; Q8NER1; 320,000 tested, 0.19% active; TRPV1-expressing cells, Fluo-8 calcium influx, agonist mode; activation, % at 8.33 µM; in the data active = activation above about 80%; inconclusive = between about 30% and that limit; note: 0% is about no effect
Target sequence (Q8NER1 whole entry, looked up): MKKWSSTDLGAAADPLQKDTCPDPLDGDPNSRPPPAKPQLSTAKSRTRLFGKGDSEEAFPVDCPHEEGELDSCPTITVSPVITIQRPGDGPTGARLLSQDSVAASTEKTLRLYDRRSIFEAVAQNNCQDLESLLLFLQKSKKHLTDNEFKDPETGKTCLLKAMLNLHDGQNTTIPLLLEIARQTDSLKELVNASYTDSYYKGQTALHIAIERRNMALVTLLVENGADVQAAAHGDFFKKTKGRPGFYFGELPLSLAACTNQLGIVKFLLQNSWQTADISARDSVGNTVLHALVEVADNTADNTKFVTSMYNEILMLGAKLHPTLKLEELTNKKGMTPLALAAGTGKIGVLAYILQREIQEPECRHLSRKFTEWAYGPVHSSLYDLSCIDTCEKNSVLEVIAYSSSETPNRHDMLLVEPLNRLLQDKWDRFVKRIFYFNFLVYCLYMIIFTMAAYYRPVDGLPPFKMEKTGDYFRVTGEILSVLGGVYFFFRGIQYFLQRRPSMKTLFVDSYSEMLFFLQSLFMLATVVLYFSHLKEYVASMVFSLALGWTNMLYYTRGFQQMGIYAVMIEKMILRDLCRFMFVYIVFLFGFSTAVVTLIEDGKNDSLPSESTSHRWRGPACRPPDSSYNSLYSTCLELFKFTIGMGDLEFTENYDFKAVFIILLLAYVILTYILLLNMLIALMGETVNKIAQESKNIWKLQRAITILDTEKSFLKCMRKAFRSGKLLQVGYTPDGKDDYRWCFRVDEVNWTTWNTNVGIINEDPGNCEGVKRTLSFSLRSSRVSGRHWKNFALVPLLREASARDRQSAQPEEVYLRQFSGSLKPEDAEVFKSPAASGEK
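Cells expressing TRPV1 were dye-loaded with Fluo-8 and read kinetically: 10 s baseline, 3 min after compound (agonist portion), then 2 min after EC20 capsaicin (allosteric enhancer portion). Calcium-bound dye fluorescence at 480/520 nm.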
CXXC DNA block – MLL CXXC-DNA interaction inhibition; 290,000 tested, 0.037% active; MLL-CXXC / FITC-HOXA9 DNA fluorescence polarization; AID 2662; Potency, µM (top dose mostly 115 µM), for the others: top-dose activity change, negative = inhibition, most hits filed as inhibitors; active = well fitted inhibition curve with a large enough effect in the polarisation, with a control signal flat, not every such curve was filed as active; inconclusive = small, poorly fitted or top-dose-only effect, or effect the other way, or a change in a side signal; inactive = no such curve, though single readings can be large or run the other way; the % refers to the polarisation; note: potency is the fitted concentration of half-maximal effect
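Steps: dispense CXXC domain solution (7 uM) → pin compounds or unlabeled HOX-A9 DNA control → 5 min ambient → add FLSN-HOX-A9 solution (50 nM) → spin → 30 min ambient → fluorescence polarization. Tris pH 7.5/NaCl/DTT/BSA buffer.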
B2AR arrestin – beta2AR (human) beta-arrestin recruitment activity. beta-arrestin recruitment to beta2AR, cell-based reporter. Potency, µM (doses to about 46.1 µM), for the others: at the top dose activation, hits mostly activators. 330,000 tested, 0.02% active. AID 492947;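 note: potency is the fitted concentration of half-maximal effect; 0% = DMSO controls and full agonism = EC100 isoproterenol or metaproterenol; nearly all actives have a fitted effect of over 65% in size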
The depositor's hits bear a star; ? = inconclusive; . = no result given; [ ] = remark or other dose. Unless noted, calls come from the whole dose curve; as a rule, active = well fitted curve in the direction sought with a large enough effect; inconclusive = small, poorly fitted or top-dose-only effect, or another doubt; inactive = no such curve, though single readings can be large; an effect the other way counts as inactive or inconclusive.

SMILES	TCR activator	ELG1 DNA repair	A-T KAP1 phos	TSG101-PTAP inh	a7 integrin act	BRCA1 expr act	p53 reactivation	TRPV1 agonist	CXXC DNA block	B2AR arrestin
CC(O)CCc1ccc(O)cc1 (stereo unspecified)	-1%	-7%	1%	-5%	13%	26%	0%	0	8%	-0.3%
COc1ccccc1Nc1c([N+](=O)[O-])cc(C)cc1[N+](=O)[O-]	0%	5%	-2%	0%	35%	0%	17%	7	11%	-0.1%
CC(Sc1nc2ccccc2s1)C(=O)N1CCOCC1 (stereo unspecified)	2%	?	13%	-6%	-16%	64%	?	?	2%	-0.5%
CCN(c1ccccc1)S(=O)(=O)c1ccc(N2CCN(c3ccc(OC)cc3)CC2)nc1	14%	?	2%	-1%	16%	16%	-4%	.	.	-0.2%
Cc1cnc(NC(=O)c2cccc(S(=O)(=O)N3CC(C)OC(C)C3)c2)s1 (stereo unspecified)	3%	0%	-1%	0%	-14%	-28%	-2%	9	-9%	0.0%
O=C(NCCCN1CCOCC1)C1CC(=O)N(CCc2ccccc2)C1 (stereo unspecified)	0%	12%	.	-1%	-17%	7%	1%	-9	-1%	-0.6%
Cc1ccc(S(=O)(=O)N2CCC(C(=O)N3CCC(C(=O)NCc4cccnc4)CC3)CC2)cc1	-10%	7%	20%	-4%	17%	1%	13%	10	12%	-0.2%
CCOC(=O)c1c(NC(=O)C2CCCCC2)sc2c1CCN(C(C)C)C2	-2%	0%	-3%	-6%	-27%	-9%	4%	12	.	2.7%
COc1ccc(-c2nc3nc(C)cc(=O)n3[nH]2)cc1	.	12%	0%	0%	-13%	11%	0%	-2	19%	-0.1%
CCOc1ccc(-c2nc(N)ncc2-c2ccccc2OC)c(O)c1	-4%	-7%	3%	-4%	-12%	-8%	-2%	6	4%	-0.1%
CCCN(CC(=O)Nc1ccccc1C)C(=O)C1CCN(C(=O)Nc2ccccc2)CC1	-5%	-5%	-2%	0%	-4%	-2%	7%	1	.	-0.2%
Cc1cc2nc(N3C(=O)CNC3=S)sc2cc1C	3%	?	6%	0%	-62%[inhibitor]	-8%	-4%	-1	10%	0.0%
COC(=O)c1cc(C#N)c(OC)nc1C	-1%	3%	-4%	-4%	12%	0%	-3%	3	3%	0.4%
O=C(Nc1cccc(O)c1)c1ccc(NC(=O)c2cccs2)cc1	0%	?	8%	-6%	-11%	?	-14%	8	3%	-0.4%
COC(=O)C1=C(N)Oc2cc(C)[nH]c(=O)c2C1c1cc(OC)c(OC)c(OC)c1 (stereo unspecified)	5%	7%	1%	-4%	17%	-3%	-5%	-2	-2%	-0.2%
Cc1ccc(-n2nc3c(=S)[nH]nc(C)c3c2C)cc1	-25%	17%	-6%	-5%	-31%	-7%	2%	3	2%	-0.2%
OC(CN1CCN(c2ccccn2)CC1)Cn1c2ccc(Cl)cc2c2cc(Cl)ccc21 (stereo unspecified)	-26%	-1%	8%	-4%	-41%	-78%	.	-1	13%	-0.4%
CCN(CC)S(=O)(=O)c1cccc(NC(=O)CCNC(=O)NC23CC4CC(CC(C4)C2)C3)c1	7%	-22%	4%	0%	-15%	-83%	3%	16	.	0.2%
Cc1c(Br)cc(-c2nnco2)cc1Br	1%	-6%	6%	2%	-9%	-7%	-3%	-1	-5%	-0.1%
CCN(CC)CCNC(=O)c1ccc(NC(=O)Cc2ccc(OC)c(S(=O)(=O)N3CCOCC3)c2)cc1	-3%	.	.	-1%	17%	2%	.	.	.	.
C/C(CC1(O)C(=O)N(Cc2ccccc2)c2ccccc21)=N\O (stereo unspecified)	2%	.	.	-1%	-5%	0%	.	0	-4%	.
O=C(O)c1cc2nc(-c3ccc(F)cc3)cc(C(F)(F)F)n2n1	-7%	.	.	-3%	-21%	-16%	.	-2	-17%	.
COc1ccc(CNC(=O)CCC(=O)Nc2nnc(C(F)(F)F)s2)cc1	-2%	1%	6%	-2%	-7%	20%	17%	-3	?	4.5%
CCCN1CCN(CCCNC(=O)C2CCN(c3nnc(-n4cccc4)s3)CC2)CC1	9%	-2%	-2%	-1%	-7%	-8%	-36%[inhibitor]	0	2%	0.1%
CCN(CC)C(=O)CSc1nnc(-c2ccccc2)n1N	-1%	0%	5%	-6%	-15%	8%	2%	-1	-4%	0.4%
SMILES	TCR activator	ELG1 DNA repair	A-T KAP1 phos	TSG101-PTAP inh	a7 integrin act	BRCA1 expr act	p53 reactivation	TRPV1 agonist	CXXC DNA block	B2AR arrestin
COc1ccc2c(c1)[C@H]1[C@H](CO2)[C@H](c2ccccc2)[C@]2(C)C(=O)Nc3ccc(Cl)cc3C(=O)N12	3%	.	.	1%	-11%	-49%	.	.	.	.
CC(=O)Nc1cccc(/C(C)=N/NC(=O)c2cc(-c3ccncc3)nc3ccccc23)c1	-2%	?	-7%	0%	7%	-2%	-6%	-2	8%	-0.3%
OCC1(CCOc2ccccc2)CCN(Cc2cccn2-c2ncccn2)CC1	-5%	-3%	-7%	-4%	-23%	-14%	-5%	-1	2%	-0.6%
Cc1cccc(CCNC(=O)C2CCN(S(=O)(=O)c3cccc4nsnc34)CC2)c1	1%	-8%	1%	-6%	-3%	7%	-1%	1	-1%	-0.2%
CC(=O)Oc1ccccc1N(C(C)=O)S(=O)(=O)c1cccc([N+](=O)[O-])c1	-16%	-1%	6%	-3%	4%	-33%	8%	1	-9%	0.0%
COc1ccc(C2=NOC(Cn3nc(C(=O)O)cc3-c3ccccc3)C2)cc1 (stereo unspecified)	-3%	-7%	-3%	-3%	-9%	16%	4%	0	-18%	-0.8%
S=c1[nH]nc(-c2cc(-c3ccccc3)n[nH]2)n1/N=C/c1ccc(Br)s1	9%	?	-11%	-4%	45%	-44%	2%	.	-1%	-0.7%
COC(=O)c1cc(-c2c(C)nn(-c3ccccc3)c2C)n[nH]1	-5%	27%	7%	0%	-38%	15%	14%	-1	-3%	0.1%
COc1ccc(C(=O)NNC(=O)c2cc3cccc(OC)c3oc2=O)cc1	-53%	3%	-1%	-2%	-22%	-15%	1%	1	0%	0.4%
O=c1c2ccccc2nc2c3ccccc3c(NCCN3CCOCC3)nn12	.	0%	-7%	.	.	.	-1%	-3	-21%	0.1%
O=C(NCC1CCCO1)c1ccccc1S(=O)(=O)c1ccc([N+](=O)[O-])cc1 (stereo unspecified)	-2%	2%	2%	-2%	-17%	-3%	1%	-3	3%	0.0%
COCC(=O)N1CCC(Oc2ccc(C(=O)N3CCN(C)C[C@@H]3C(C)C)cc2)CC1	6%	3%	5%	2%	-6%	15%	.	3	-1%	0.1%
O=C(Nc1nnc(-c2ccc(Cl)cc2)o1)Nc1ccccc1Cl	-47%	22%	7%	-4%	4%	33%	6%	2	-6%	-0.6%
O=C(NC1CCCCC1)c1cc(-c2ccccn2)nc2ccccc12	9%	-12%	2%	-5%	-22%	-15%	-4%	4	5%	0.1%
Cc1onc(-c2c(Cl)cccc2Cl)c1C(=O)N=C(N)N1CCCC1	1%	-17%	-3%	-1%	-31%[inhibitor]	-7%	0%	5	-4%	-0.7%
CC(C)C[C@@H](CNCC(=O)[C@H](CC(=O)O)NC(=O)c1[nH]cnc1C(=O)N[C@H](CN)CC(C)C)NC(=O)c1nc[nH]c1C(=O)N[C@@H](Cc1ccccc1)C(=O)O	-5%	.	.	-3%	-18%	0%	.	.	.	.
COc1ccc(NC(=O)N2CCC(O)(c3cccnc3)CC2)c(OC)c1	1%	13%	-4%	0%	-8%	25%	18%	8	-5%	0.0%
COc1ccc(C(=O)N/C(=C\c2cn(C)c3ccccc23)C(=O)N2CCN(C)CC2)cc1	3%	5%	-4%	0%	-11%	-3%	-9%	-1	17%	0.4%
O=C1CCN(Cc2ccccc2)C=C1c1cccc(O)c1	10%	-16%	6%	-5%	6%	0%	5%	.	.	-1.0%
CS(=O)(=O)N1CCN(c2ccc(NC(=O)c3ccc(Br)o3)cc2)CC1	-1%	?	-13%	-4%	-38%	70%	?	9	12%	-0.1%
CCN(CC)CCNC(=O)c1ccc(NC(=O)CC(NC(=O)c2ccccc2Cl)c2ccccc2)cc1 (stereo unspecified)	-1%	8%	-4%	1%	-7%	-11%	-2%	0	-2%	0.3%
O=C(Cc1ccc(Cl)c(Cl)c1)Nc1cccc2ncccc12	6%	?	11%	-5%	-12%	-20%	-2%	1	9%	-1.4%
COCCN(C(=O)CCC(=O)Nc1cccnc1)C(C(=O)NC1CCCCC1)c1ccccc1 (stereo unspecified)	-16%	-11%	1%	-2%	5%	5%	-2%	-1	-2%	-1.0%
O=C(CS(=O)(=O)c1c[nH]c2ccccc12)N1CCc2ccccc21	6%	0%	-2%	3%	-16%	1%	-2%	5	2%	-0.3%
O=C(CCCCCN1C(=O)c2cccc3cccc(c23)C1=O)NCc1ccco1	-2%	0%	31%	-4%	2%	13%	0%	0	1%	-0.1%

Assay outcomes from PubChem.
